mlh1 rad18: NCI yeast anticancer drug screen, S. cerevisiae mlh1 rad18 strain | % growth inhibition at 50 µM | 79,000 tested, 11% active;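 note: 0% = growth of vehicle-only cultures of the same strain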
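Compound-treated yeast growth, normalised to vehicle controls. Strain bears defined DNA repair mutations.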
yeast sgs1 mgt1: NCI yeast anticancer drug screen, S. cerevisiae sgs1 mgt1 strain; % growth inhibition at 50 µM; 78,000 tested, 10% active;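 note: 0% = growth of vehicle-only cultures of the same strain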
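Growth of a repair-deficient yeast mutant was monitored after compound treatment and expressed as inhibition relative to vehicle-treated cultures.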
mec2-1: NCI yeast anticancer drug screen, S. cerevisiae mec2-1 strain | 79,000 tested, 9% active | growth inhibition, % at 50 µM;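 note: 0% = growth of vehicle-only cultures of the same strain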
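Mutant yeast (mec2-1) grown with compound; growth inhibition relative to vehicle control reported.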
rad50: NCI yeast anticancer drug screen, S. cerevisiae rad50 strain; growth inhibition, % at 50 µM; 79,000 tested, 10% active;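 note: 0% = growth of vehicle-only cultures of the same strain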
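Readout: growth inhibition relative to vehicle-treated cultures. Compound exposure was carried out in a genetically defined yeast strain deficient in DNA damage repair.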
cln2 rad14: NCI yeast anticancer drug screen, S. cerevisiae cln2 rad14 strain | 78,000 tested, 8.3% active | AID 165 | growth inhibition, % at 50 µM;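 note: 0% = growth of vehicle-only cultures of the same strain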
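Growth of compound-exposed yeast (cln2 rad14 genotype) measured and expressed as inhibition relative to vehicle.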
bub3: NCI yeast anticancer drug screen, S. cerevisiae bub3 mutant strain. % growth inhibition at 50 µM. 78,000 tested, 9.9% active. AID 167;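 note: 0% = growth of vehicle-only cultures of the same strain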
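Inhibition values come from growth of compound-treated mutant yeast normalised to vehicle-treated controls.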
Active calls of the source: *. Cut-off read from the data, not from the text of the source: active = growth inhibition above about 70%; inactive = the rest.

SMILES | mlh1 rad18 | yeast sgs1 mgt1 | mec2-1 | rad50 | cln2 rad14 | bub3
Cc1[nH]n(-c2ccccc2)c(=S)c1C(=O)c1ccccc1 | 0 | 3 | 1 | -12 | 2 | 2
NC(=S)Nc1nnc(-c2ccc(-c3nnc(NC(N)=S)o3)cc2)o1 | -8 | -21 | 7 | 18 | 5 | 2
Cc1ccccc1Sc1ccccc1[N+](=O)[O-] | 75* | 26 | 13 | 13 | 11 | 21
CC1CC[N-]CC1.CC1CC[N-]CC1.CC1CC[N-]CC1.CC1CC[N-]CC1.CS(C)=O.CS(C)=O.[Cl-].[Cl-].[Cl-].[Cl-].[Pt+4].[Rh+3] | 97* | 96* | 97* | 95* | 89* | 98*
CCCCC(C)C(C)O (stereo not given) | -1 | -25 | -62 | -28 | 11 | -34
CC(=O)CC(C)=NCCN=C(C)CC(C)=O | 12 | -18 | -29 | -12 | -1 | -14
CC1c2ccccc2NC(=O)N1N1CCOCC1 (stereo not given) | 6 | -2 | 13 | -17 | -6 | -1
Oc1c(C(O)N2CCOCC2)cc(C(O)N2CCOCC2)c(O)c1O (stereo not given) (tested in a mixture with another compound) | 10 | -17 | -11 | -3 | -16 | -3
CCOC(=O)C(C(C)=O)C(NO)C(Cl)(Cl)Cl (stereo not given) | -3 | 3 | 14 | 5 | 17 | 2
O=C(CC/C(CC(=O)c1ccc(Cl)cc1)=N\O)Nc1cccc(Cl)c1 | -12 | -6 | -2 | -32 | -4 | 1
O=c1oc2nc(-c3ccccc3)[nH]c(=O)c2c(O)c1Cc1ccccc1 | 27 | 2 | 3 | 6 | 9 | 28
C=CCC1(OC(C)=O)CC2C(=O)C(=O)C(C1)N2OC(=O)c1ccccc1 (stereo not given) | 99* | 99* | 99* | 99* | 98* | 98*
COc1ccc(NS(=O)(=O)c2ccc(F)cc2)cc1 | 98* | 98* | 99* | 96* | 97* | 97*
O=C(OCC1OC(OC(=O)c2ccccc2)C(O)C1OC(=O)c1ccccc1)c1ccccc1 (stereo not given) | 50 | 19 | 16 | 45 | 38 | 36
CCOC(=O)NC(NC(=O)OCC)c1ccc([N+](=O)[O-])cc1 | 2 | -3 | 4 | -1 | 62 | -4
CCCCCCCCCCCCSC(=NC)NC | 99* | 99* | 99* | 99* | 98* | 99*
Cc1cccc(C(C)(C)C)c1NC(=O)C(=O)C(c1cnc2ccccc2n1)[N+](=O)[O-] (stereo not given) | -7 | 26 | -17 | 14 | 4 | -12
Cc1n[nH]c(=O)n2c1nc1ccccc12 | 1 | -23 | -4 | -42 | -36 | -1
Cc1[nH]c2ccccc2c1C(c1cc(Cl)cc(Cl)c1O)c1c(C)[nH]c2ccccc12 | 38 | 26 | 26 | 30 | -2 | -5
COc1ccc(NC(=O)C(=O)NO)c(OC)c1 | 88* | 91* | 91* | 91* | 88* | 91*
COC(=O)C1(C2CCc3cc(OC)ccc3C2=O)NC(=S)NC(=O)C1C#N (stereo not given) | -7 | -18 | -4 | -3 | -4 | -21
O=C(Cl)c1cccc2c([N+](=O)[O-])cccc12 | 12 | -2 | 3 | -4 | -44 | -1
CCC1=CC(C(O)CC(C)C)C(C)(Cc2ccc(CC)cn2)NC1c1ccccc1 (stereo not given) | 50 | 40 | 15 | 25 | 12 | 54
CCN(CC)C(=S)Oc1cc(Cl)c(Cl)cc1Cl | 21 | -5 | 4 | -5 | -3 | 19
NC(C(=O)O)C1C=CCCC1 (stereo not given) | 7 | -31 | -3 | -25 | -57 | -27

Brought forward from above: five compounds, followed by the next part.
SMILES | mlh1 rad18 | yeast sgs1 mgt1 | mec2-1 | rad50 | cln2 rad14 | bub3
COC(=O)C1(C2CCc3cc(OC)ccc3C2=O)NC(=S)NC(=O)C1C#N (stereo not given) | -7 | -18 | -4 | -3 | -4 | -21
O=C(Cl)c1cccc2c([N+](=O)[O-])cccc12 | 12 | -2 | 3 | -4 | -44 | -1
CCC1=CC(C(O)CC(C)C)C(C)(Cc2ccc(CC)cn2)NC1c1ccccc1 (stereo not given) | 50 | 40 | 15 | 25 | 12 | 54
CCN(CC)C(=S)Oc1cc(Cl)c(Cl)cc1Cl | 21 | -5 | 4 | -5 | -3 | 19
NC(C(=O)O)C1C=CCCC1 (stereo not given) | 7 | -31 | -3 | -25 | -57 | -27
O=[N+]([O-])c1cccc(C2=NN(c3ccccc3)C3c4ccccc4OCC23)c1 (stereo not given) | -10 | -10 | -10 | 1 | 2 | 4
O=C1C2C3CCC(O3)C2C(=O)N1c1ccccn1 (stereo not given) | 0 | -5 | -12 | -26 | -25 | 2
C[n+]1c(/C=C/c2ccccc2Cl)sc2ccccc21 | 99* | 98* | 94* | 97* | 99* | 90*
NNC(=O)Cc1c[nH]c2ccccc12 | 2 | 6 | 9 | 7 | -8 | 6
CCCC(=O)Nc1cccc(C(F)(F)F)c1 | 29 | -11 | 20 | 8 | 22 | 27
O=C(O)C1(CC(CCCN2CCCCC2)c2ccccc2)CCCC1 (stereo not given) | -36 | -4 | -10 | -40 | 6 | -15
COc1ccc(/C(=C/n2ccnc2)C(=O)c2ccc(OC)c(OC)c2)cc1 | -45 | -45 | -19 | -42 | 6 | -25
Cc1nc(-n2nc(-c3ccccc3)cc2-c2ccccc2)sc1C(=O)/C=C/c1ccccc1 | 13 | 15 | 19 | 7 | 9 | 30
O=C1NCCN1CCCl | 6 | -5 | -1 | 1 | 2 | 2
COc1cc2cc3c4ccc(OC)c(OC)c4cc[n+]3c(C)c2cc1OC (tested in a mixture with another compound) | 98* | 99* | 98* | 98* | 98* | 98*
FC1=C(F)C(F)(F)C(F)(F)C(F)(F)C1(F)F | 15 | 25 | -6 | 34 | 20 | 22
COC(=O)c1ccc(N=NN(C)COc2ccc(C#N)cc2)cc1 | -24 | -39 | -23 | -37 | -7 | -27
Cc1sccc1C(=S)Nc1ccc(Cl)c(/C=N/OC(C)(C)C)c1 | 21 | 22 | 16 | -24 | 43 | 40
FC1=C(F)C2(F)C3CCC(O3)C2(F)C(Br)=C1F (stereo not given) | 4 | 3 | -3 | -10 | -1 | -6
CN(C)C(=O)C1CCN(Cc2c[nH]c3ccccc23)CC1 | -2 | -9 | 6 | -4 | 42 | -7
CCOC(=O)C(CC(C)C)NC(=O)c1c2nc3c(C(=O)NC(CC(C)C)C(=O)OCC)cc(NC(C)=O)c(C)c3oc-2c(C)c(=O)c1N (stereo not given) | 49 | 35 | 34 | 8 | -5 | -6
CC(=NCCN=C(C)c1ccc(Br)cc1)c1ccc(Br)cc1 | 1 | -22 | -7 | 17 | -2 | 2
CCCCSc1nc2ccc([N+](=O)[O-])cc2s1 | 13 | 38 | -4 | 41 | 2 | 4
COc1ccc(-c2cc(-c3ccccc3)nc3c2CC(=O)Nc2ccccc2-3)cc1OC | -12 | -18 | -2 | -3 | 8 | -5
O=C(C(=O)c1ccncc1)c1ccccc1 | -15 | -6 | 23 | 8 | 34 | -12
CCCCCCCCCCCCCCCCN (tested in a mixture with another compound) | 17 | 8 | -11 | 30 | -24 | 26
Nc1ncccc1C(=O)O | -3 | -3 | -1 | 3 | -12 | 0
COc1cc(OC)c(N=Nc2c(C)nc(N)nc2-c2ccccc2)cc1Cl | 24 | 19 | 5 | 45 | 20 | 5
COc1ccc2c(c1OC)C(CO)C(CO)C2 (stereo not given) | 12 | 12 | -7 | 10 | -11 | 3
COc1cc(-c2oc(C=Nc3ccccc3)c([N+](=O)[O-])c2-c2ccc(O)c(OC)c2)ccc1O | 2 | 31 | -8 | 34 | -18 | -17

Laid out differently: entries from further up.
Molecule	mlh1 rad18	yeast sgs1 mgt1	mec2-1	rad50	cln2 rad14	bub3
O=C(O)C1(CC(CCCN2CCCCC2)c2ccccc2)CCCC1 (stereo not given)	-36	-4	-10	-40	6	-15
Cc1sccc1C(=S)Nc1ccc(Cl)c(/C=N/OC(C)(C)C)c1	21	22	16	-24	43	40
CCCCSc1nc2ccc([N+](=O)[O-])cc2s1	13	38	-4	41	2	4

Complete entries, looked up by structure. Order of values: mlh1 rad18	yeast sgs1 mgt1	mec2-1	rad50	cln2 rad14	bub3
Cc1nc(-n2nc(-c3ccccc3)cc2-c2ccccc2)sc1C(=O)/C=C/c1ccccc1 in the list: 13	15	19	7	9	30
NNC(=O)Cc1c[nH]c2ccccc12 in the list: 2	6	9	7	-8	6
CC(=NCCN=C(C)c1ccc(Br)cc1)c1ccc(Br)cc1 in the list: 1	-22	-7	17	-2	2

Next part.
SMILES | mlh1 rad18 | yeast sgs1 mgt1 | mec2-1 | rad50 | cln2 rad14 | bub3
Cc1ccsc1/C=N/Nc1nc2ccccc2s1 | 11 | 14 | -2 | 2 | 9 | -2
CSC(=N\N=C\c1c(F)cccc1Cl)/N=C/N(C)C | 4 | 13 | -4 | 9 | 15 | -3
CCOC(=O)NNC(=S)Nc1cccc(C(F)(F)F)c1 | -31 | 8 | -23 | -26 | -24 | -12
CSCCNC(=O)CS(=O)(=O)c1ccc(C)cc1 | 17 | 5 | -11 | 3 | 20 | 8
COC(=O)C1=C(C(=O)OC)C2CCCOC2=C(C)C1 (stereo not given) | 7 | -6 | 12 | -1 | 41 | 14
N#CC(NNC(=O)Cc1ccccc1)c1ccc(O)cc1 (stereo not given) | -32 | -37 | -23 | -18 | -7 | -26
C=CC(=C)OC | 8 | 19 | 20 | 10 | 70 | 39
O=S1(=O)CS(=O)(=O)OCCCCO1 | 8 | 5 | -6 | 10 | 13 | -9
CN(Cc1ccccc1)c1ccc(C(=O)O)cc1 | 7 | -6 | 2 | -3 | -19 | -24
COC(=O)c1ccc(SC(=O)N(C)C)cc1 | -26 | -10 | 6 | 7 | -41 | 6
CCC1(C)NC(=O)NC1=O (stereo not given) | 6 | -5 | 6 | -13 | -59 | 9
CCCC(C)CC(=O)CC(C)=O (stereo not given) | 2 | 7 | -14 | -6 | -18 | -7
N#CC1C(=O)NC(=O)C(C#N)C1c1ccccc1 (stereo not given) | 6 | -7 | 1 | -2 | -20 | -2
CCCCCCCCCCNC(=O)OCC | 95* | 84* | 94* | 85* | 98* | 95*
CC(=O)c1cc(C(C)(C)C)ccc1O | 13 | 8 | 5 | 18 | 10 | 26
Oc1ccc2nc3c(nc2c1)CCCC3 | 1 | 2 | 0 | -3 | 30 | -14
Cc1c(/C=N/NC(N)=S)ccc2c1[nH]c1ccccc12 | 0 | 4 | 0 | 10 | -47 | 6
COc1cc2c(cc1Cc1cc(OC)c(OC)c(OC)c1)OCO2 | 24 | 10 | -17 | 4 | -3 | 29
CC(C)C1=CC2=C(C(=O)C1=O)C13CCCC(C)(C)C1CC2OC3=O (stereo not given) | 85* | 24 | -45 | 14 | -12 | -3
O=C1NC(c2ccccc2Cl)Nc2ccccc21 (stereo not given) | -27 | 6 | 4 | -1 | -32 | 5
C=CCOc1cc2c(cc1C(CC)c1ccc(OC)cc1)OCO2 (stereo not given) | 14 | 1 | 1 | 6 | 1 | 10
Nc1nc(-c2cccc3ccccc23)cc2ccccc12 | 58 | 34 | 21 | 22 | 10 | 34
COC(=O)c1nn(-c2ccccc2)c(=O)cc1N=[N+]=[N-] | -54 | -39 | -5 | -31 | -13 | -14
Cn1nnnc1CCN(CCN(CCc1nnnn1C)/N=C\c1ccccc1)/N=C\c1ccccc1 | -10 | -24 | -4 | -18 | -10 | 2
CCCCCCCCCCCCCCCCOC(=O)C[n+]1cccc(C(N)=O)c1 | 92* | 97* | 94* | 90* | 36 | 73*
COc1ccc2[nH]cc(C(=O)O)c2c1 | 25 | 66 | 3 | 38 | 40 | 80*

Screens as filed in PubChem BioAssay.
